# Screening data (PubChem BioAssay)
# HT1080NT lethal = kills 2HG-producing HT-1080-NT fibrosarcoma cells. 360,000 compounds, 1.6% hits. HT-1080-NT fibrosarcoma viability, CellTiter-Glo ATP luminescence, 48 h. Potency, µM (titrated, usually from 46.1 µM), for the others: top-dose activity, negative = less viability, most hits filed as cytotoxic;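 also: NT is the 2HG producing partner of a matched IDH1 knockdown line; 0% = DMSO-treated cells and -100% = media-only wells without cells; nearly all actives have a fitted effect of over 55% in size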
#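 HT-1080-NT; 750 cells/well; 5% FBS RPMI; 48 h compound, 37 degrees C; CellTiter-Glo luminescence; curve fitting and curve-class assignment.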
# HEK293 tox = cytotoxic in the GLP-1 receptor inverse agonist counter-screen; AID 624418; Potency, µM (titrated, usually from 38.3 µM), without a hit: at the highest dose activity change, negative = inhibition, usual class: inhibitors; HEK293 cAMP-luciferase reporter cells, luminescence, 24 h; 410,000 compounds, 0.13% hits;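 also: loss of luciferase light is scored as toxicity; % is scaled to controls: 0 for no effect and ±100 for the full control effect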
#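 A 23 nL compound transfer followed 12 hours of cell culture at 37 deg C; exposure then lasted 24 hr. Luciferase assay detection reagent was dispensed and plates read for luminescence after a 12 min room-temperature wait.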
# TDP43 rescue = inhibitors of TDP-43 toxicity in yeast; TDP-43 expressing yeast growth rescue, BacTiter-Glo, 24 h; Potency, µM (top dose mostly 46.1 µM), without a hit: at the highest dose growth rescue (activation), usual class: activators; 410,000 compounds, 1.8% hits; AID 652104; also: % of control where 0% means no effect; nearly all actives have a fitted effect of over 50% in size
#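 Readout is BacTiter-Glo luminescence of cell growth, so inhibitors register as activators. TDP-43-expressing yeast at OD600=0.02 in galactose medium, after raffinose pregrowth to mid-log, were incubated with compound for 24 hr at 30 deg C.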
# SW480 rereplic = induces DNA re-replication in SW480 colon adenocarcinoma cells. 340,000 compounds, 1.8% hits. AID 624297. Potency, µM (top dose mostly 46.1 µM), for inactives: top-dose re-replication activation, actives largely listed as activators. SW480 DNA re-replication, Hoechst DNA content imaging, 48 h; also: % of control where 0% means no effect; nearly all actives have a fitted effect of over 55% in size
#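 SW480 cells exposed to compounds for 48 hr at 37 C, 5% CO2, then Hoechst-stained 40 min. Nuclear DNA content imaged by fluorescence scanning (405 nm excitation, 500-530 nm emission); re-replication scored as increased high-intensity nuclei.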
# KB-3-1 tox = KB-3-1 parental cell cytotoxicity; KB-3-1 viability, CellTiter-Glo ATP luminescence, 72 h; Potency, µM (top dose mostly 46.1 µM), for the others: top-dose activity change, negative = cytotoxic, usual class: cytotoxic; 400,000 compounds, 1.4% hits; also: % is scaled to controls: 0 for no effect and ±100 for the full control effect; nearly all actives have a fitted effect of over 60% in size
#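 Using CellTiter-Glo luminescence, growth of non-resistant KB-3-1 adenocarcinoma cells is assessed 72 h after pin-tool compound addition at 37 °C. Normalized responses across the concentration series yield fitted curves.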
# KB-V1 MDR tox = kills drug-selected multidrug resistant KB-V1 cells; 400,000 compounds, 3.4% hits; Potency, µM (titrated, usually from 46.1 µM), for the others: top-dose activity change, negative = cytotoxicity, actives largely listed as cytotoxic; KB-V1 MDR cells viability, CellTiter-Glo, 72 h; also: % is scaled to controls: 0 for no effect and ±100 for the full control effect; nearly all actives have a fitted effect of over 60% in size
#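 In this primary screen, KB-V1 cells overexpressing P-gp are incubated with library compounds (lowest to highest concentration) for 72 h at 37 degrees C before a luminescent ATP viability read.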
# HT1080 IDH1KD tx = HT-1080 IDH1 knockdown cell toxicity (counter line); HT-1080 IDH1 knockdown viability, ATP luminescence, 48 h; Potency, µM (series often up to 46.1 µM), for inactives: at the top dose activity, negative = toxicity, most hits filed as cytotoxic; 360,000 compounds, 2% hits;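 also: 0% = DMSO wells and -100% = cell-free medium wells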
#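 Luminescent ATP read-out (CellTiter-Glo, 10 min at room temperature) after 48 h compound exposure at 37 °C gave viability of IDH1-knockdown HT-1080 cells. Activity was normalised to DMSO and cell-free wells, then fitted as concentration-response curves.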
# GLP1R ag = GLP-1 receptor (human) agonism; P43220; Potency, µM (highest dose often 45.6 µM), without a hit: at the top dose activation, actives largely listed as activators; HEK293 GLP-1R CRE-luciferase, luminescence, 4-6 h; cells express a hypersensitive GLP-1R form; 380,000 compounds, 0.007% hits; also: % of control where 0% means no effect
# Target sequence (P43220 whole entry, looked up): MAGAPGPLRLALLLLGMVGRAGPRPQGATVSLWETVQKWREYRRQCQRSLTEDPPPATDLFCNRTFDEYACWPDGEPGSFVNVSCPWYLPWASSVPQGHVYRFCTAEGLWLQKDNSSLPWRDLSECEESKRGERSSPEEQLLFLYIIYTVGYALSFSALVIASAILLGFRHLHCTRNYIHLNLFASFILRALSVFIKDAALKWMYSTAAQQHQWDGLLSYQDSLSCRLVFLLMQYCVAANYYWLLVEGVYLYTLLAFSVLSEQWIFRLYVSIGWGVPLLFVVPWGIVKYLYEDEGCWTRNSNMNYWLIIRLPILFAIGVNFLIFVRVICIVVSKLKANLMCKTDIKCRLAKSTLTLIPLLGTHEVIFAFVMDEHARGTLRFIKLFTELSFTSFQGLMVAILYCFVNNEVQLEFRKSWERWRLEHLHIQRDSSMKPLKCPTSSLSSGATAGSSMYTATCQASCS
# GLP1R inv ag = GLP-1 receptor (human) inverse agonism. HEK293 GLP-1R CRE-luciferase, luminescence, 24 h; GLP-1R form is constitutively active. 410,000 compounds, 1.6% hits. Potency, µM (series often up to 38.3 µM), for the others: at the top dose activity change, negative = inhibition, actives largely listed as inhibitors. P43220; also: % is scaled to controls: 0 for no effect and ±100 for the full control effect; nearly all actives have a fitted effect of over 55% in size
#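 Stable HEK293 clone (constitutively active GLP-1R + cAMP-response luciferase); 200 cells/uL plated, 12 h pre-culture, compound 24 hr, 37 deg C/5% CO2; detection reagent 12 min RT; luminescence.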
# Active calls of the source: *; ? = inconclusive; · = not tested or not shown; [ ] = another dose, or the depositor's remark. Calls follow the shape of the dose curve; as a rule, active = well fitted curve in the direction sought with a large enough effect; inconclusive = small, poorly fitted or top-dose-only effect, or another doubt; inactive = no such curve, though single readings can be large; an effect the other way counts as inactive or inconclusive. Potency is read from the fitted curve at half-maximal effect.
compound,HT1080NT lethal,HEK293 tox,TDP43 rescue,SW480 rereplic,KB-3-1 tox,KB-V1 MDR tox,HT1080 IDH1KD tx,GLP1R ag,GLP1R inv ag
Cc1ccc(-c2cnc3cc(C)nn3c2)cc1,2%,-5%,-4%,-4%,8%,?,10%,1%,?
Cc1cc(=O)[nH]c(SCC(=O)NC2CCCc3ccccc32)n1 (stereo not given),0%,-4%,-15%,-9%,0%,-9%,-3%,-5%,5%
CCn1c(=NC(=O)CN2C(=O)CCC2=O)sc2c(C)cc(C)cc21,-1%,4%,25%,2%,-2%,-3%,4%,-3%,5%
COc1ccc(-c2cc(C(C)=O)c(C)n2CCC(=O)Nc2ccc(C)cc2Cl)cc1,·,8%,4%,·,-1%,-4%,·,·,2%
Cc1ccc(Cc2nc(-c3cccc(C)c3)no2)cc1,15%,4%,-3%,-5%,-3%,-7%,9%,8%,-12%
CCN(CC1CCCN(CCc2cccc(OC)c2)C1)C(=O)c1ccoc1 (stereo not given),2%,-5%,-14%,3%,·,·,-12%,-9%,-15%
COc1cc2c(cc1NC(=O)CN1CCN(S(=O)(=O)c3ccc(C)cc3)CC1)oc1ccccc12,26%,-4%,24%,-1%,2%,29%,37%,0%,5%
COc1ccc(C2CCN(Cc3cccnc3)CC2O)cc1 (stereo not given),9%,-5%,-5%,1%,-8%,5%,11%,0%,6%
Cc1csc(NC(=O)c2cc(C)oc2C)n1,0%,-2%,20%,3%,-10%,-18%,-15%,-3%,-3%
Cc1ccc(-c2csc(N3CCC[C@@H]3C(=O)NCCn3c(C(F)(F)F)nc4ccccc43)n2)cc1,-10%,-5%,?,?,?,?,?,-5%,?
Cc1ccc2c(c1)N(C(=O)CCC(=O)NCc1ccccc1F)CC(C)O2 (stereo not given),·,2%,-10%,·,-5%,?,·,·,?
O=C(COC(=O)COc1ccc(Cl)cc1Br)NC1CCCC1,0%,-7%,7%,·,15%,17%,12%,5%,-2%
O=C(CCc1ccccc1)NCCCN1CCOCC1,6%,69%[activator],4%,2%,8%,?,1%,5%,-1%
CCCC1=C(C(=O)OCC)C(c2ccc(F)cc2)n2ncnc2N1 (stereo not given),5%,-5%,5%,5%,-7%,-7%,3%,-5%,?
COCCNC(=S)Nc1ccc2nc(N3CCN(C)CC3)cc(C)c2c1,0%,-7%,-24%,8%,-3%,1%,-3%,16%,?
CSc1ccc(Cn2nnc(C(=O)Nc3ccc(C)c(C)c3)c2N)cc1,-3%,4%,-9%,-6%,-15%,-22%,-7%,-4%,7%
O=C(NC1CCCCC1)c1ccc(Cn2cc(Cl)cn2)cc1,7%,-4%,28%,-1%,1%,5%,2%,14%,-16%
O=C(CC1C(=O)NCCN1Cc1ccc(F)c(F)c1)NCCn1cccn1 (stereo not given),7%,-5%,-16%,9%,4%,14%,17%,6%,-23%
CC(C)c1ccc(Nc2c([N+](=O)[O-])c(=O)n(C)c3ccccc23)cc1,-19%,-15%,-6%[1.82 µM],-5%,-4%,-32%,-13%,31%,-19%
CCOC(=O)COc1c(Br)cc(C2NC(=O)NC(C)=C2C(C)=O)cc1OC (stereo not given),14%,-7%,7%,-2%,11%,0%,0%,2%,-23%
CC(=O)Nc1ccc(-n2nnnc2SCC(=O)NCc2cccs2)cc1,2%,-13%,16%,2%,0%,-2%,-1%,-8%,1%
COc1ccc(/C=N/N=C2/NC(=O)CC(C(=O)O)S2)cc1 (stereo not given),1%,5%,-18%,3%,0%,-6%,8%,5%,3%
Cc1cc(C)c2c(n1)sc1c(N3CCCCC3)ncnc12,27%,1%,4%,-24%,-6%,-28%,11%,?,46%[activator]
COc1cccc(NC(=O)N2CCC(NC(=O)C(Cc3ccccc3OC)NC(C)=O)CC2)c1 (stereo not given),-11%,-14%,13%,-8%,3%,3%,-9%,2%,-9%
COc1ccc(NC(=O)c2cccc(S(=O)(=O)N3CCOCC3)c2)cc1,-7%,4%,3%,-19%,-10%,?,-8%,6%,?
O=C(NN1C(=O)C2CCCCC2C1=O)c1ccco1 (stereo not given),-4%,-13%,6%,2%,2%,3%,0%,-7%,-6%
COc1cccc(NC(=O)C2CCN(C(=O)NC3CCCCC3)CC2)c1,11%,-1%,6%,2%,10%,-22%,-1%,2%,-24%
CCCSc1cc(N)cc([N+](=O)[O-])c1,-23%,0%,?,3%,-3%,0%,-4%,18%,11%
COc1ccccc1-c1ccnc2[nH]n(-c3ccccc3)c(=O)c12,·,-22%,17%,·,-3%,11%,·,0%,-18%
COc1ccc(CN2CCCC(CO)(Cc3ccc(F)cc3F)C2)cc1 (stereo not given),?,-9%,1%,-2%,-11%,-8%,?,0%,?

# Some of these compounds in order of formula weight, descending.
compound,HT1080NT lethal,HEK293 tox,TDP43 rescue,SW480 rereplic,KB-3-1 tox,KB-V1 MDR tox,HT1080 IDH1KD tx,GLP1R ag,GLP1R inv ag
COc1ccc(-c2cc(C(C)=O)c(C)n2CCC(=O)Nc2ccc(C)cc2Cl)cc1,·,8%,4%,·,-1%,-4%,·,·,2%
CCn1c(=NC(=O)CN2C(=O)CCC2=O)sc2c(C)cc(C)cc21,-1%,4%,25%,2%,-2%,-3%,4%,-3%,5%
Cc1csc(NC(=O)c2cc(C)oc2C)n1,0%,-2%,20%,3%,-10%,-18%,-15%,-3%,-3%

# Other results follow:
# Screens in order – HT1080NT lethal, HEK293 tox, TDP43 rescue, SW480 rereplic, KB-3-1 tox, KB-V1 MDR tox, HT1080 IDH1KD tx, GLP1R ag, GLP1R inv ag
Cc1cc(C)n2nc(CNS(=O)(=O)c3ccccc3)nc2n1
    ·, 8%, -11%, ·, 5%, 0%, ·, ·, 20%
C=CCN=C1S/C(=C/c2cccc([N+](=O)[O-])c2)C(=O)N1CC=C
    ?, 12%, ?, 0%, ?, -7%, ?, 17%, -27%
CO/C=C\C=C/c1nnn(-c2ccc(Cl)cc2)n1
    18%, -8%, 13%, -698%[inhibitor], -4%, 6%, ?, 10%, 16%
CC(C)O/N=C1\C(=O)N(c2ccccc2)c2ccccc21
    7%, -11%, 8%, 9%, 28%, 8%, -4%, 28%, ?
Cc1ccc(SCC(=O)OCC(=O)N2CCN(C(=O)c3ccco3)CC2)c(C)c1
    0%, 3%, 0%, -2%, 4%, 0%, 0%, 10%, 5%
COc1cccc(C2CC(c3cccc(NS(C)(=O)=O)c3)=NN2C(=O)c2ccccc2)c1OC (stereo not given)
    1%, 1%, 8%, ?, -9%, 13µM*, -4%, 0%, -32%
CCOC1=C2CN(S(=O)(=O)c3ccc(C)cc3)[C@H](c3ccccc3)C[C@@H]2N(S(=O)(=O)c2ccc(C)cc2)[C@H](c2ccccc2)C1
    26%, 0%, 10%, ·, 0%, 7%, 16%, 1%, 25%
Cn1c(CO)nc2cc(N)ccc21
    5%, 5%, -10%, -3%, -2%, -1%, -6%, -9%, 2%
CCSc1nnc2ccc(-c3cccs3)nn12
    -14%, 4%, 25%, 3%, ?, 4%, ?, 4%, 87%[activator]
CC(C)(C)c1cc(NC(=O)COC(=O)c2ccc(O)cc2O)n(-c2ccccc2)n1
    6%, 6%, 23%, -5%, -10%, ?, -2%, 11%, ?

# Carrying on.
# Screens in order – HT1080NT lethal, HEK293 tox, TDP43 rescue, SW480 rereplic, KB-3-1 tox, KB-V1 MDR tox, HT1080 IDH1KD tx, GLP1R ag, GLP1R inv ag
CCC(C)[C@H](NC(=O)Nc1ccccc1F)C(=O)OC (stereo not given in full)
    8%, -1%, 0%, 2%, 6%, ?, -3%, -3%, -4%
Cc1nnc(SCC(=O)Nc2ccc(S(N)(=O)=O)cc2)n(N)c1=O
    8%, -1%, -13%, -6%, ?, 10%, 1%, 8%, 5%
CCCCNC(=O)C1C2C=CC3(CN(Cc4ccccc4Cl)C(=O)C13)O2 (stereo not given)
    1%, 2%, 9%, -4%, 2%, -36%, 8%, 3%, 8%
COc1cc2c(cc1OC)-c1nc3ccccc3c(=O)n1C(C)(C)C2
    -5%, -1%, 25%, -2%, -7%, 9.2µM*, -17%, 22%, 33%
Cc1cccc([C@@H](NC(=O)OC(C)(C)C)C(=O)OC(C)(C)C)c1
    9%, 5%, 3%, 3%, 15%, -9%, 11%, -1%, ?
FC(F)Oc1ccc(NC(=S)NN2CCOCC2)cc1
    11%, 6%, -7%, -2%, -4%, 22%, -3%, 3%, 11%
CCCC(=NC(C)CC)C1=C(O)CC(c2ccccc2)CC1=O (stereo not given)
    4%, 8%, -11%, 2%, -7%, -24%, 4%, 10%, 10µM*
Cc1c(C)c(C)c(CO/N=C/c2cccs2)c(C)c1C
    ?, 8%, 19%, -10%[9.22 µM], -12%, 0%, ?, -4%, ?
Cc1ccc(OCC(=O)Nc2ccccc2N2CCCC2)c(C)c1
    1%, -3%, -12%, 5%, 0%, 5%, -4%, 15%, ?

# Record cards, as listed above:
# `CCCCNC(=O)C1C2C=CC3(CN(Cc4ccccc4Cl)C(=O)C13)O2` (stereo not given) as listed: HT1080NT lethal = 1%; HEK293 tox = 2%; TDP43 rescue = 9%; SW480 rereplic = -4%; KB-3-1 tox = 2%; KB-V1 MDR tox = -36%; HT1080 IDH1KD tx = 8%; GLP1R ag = 3%; GLP1R inv ag = 8%
# `Cc1cccc([C@@H](NC(=O)OC(C)(C)C)C(=O)OC(C)(C)C)c1` as listed: HT1080NT lethal = 9%; HEK293 tox = 5%; TDP43 rescue = 3%; SW480 rereplic = 3%; KB-3-1 tox = 15%; KB-V1 MDR tox = -9%; HT1080 IDH1KD tx = 11%; GLP1R ag = -1%; GLP1R inv ag = ?
# `Cc1nnc(SCC(=O)Nc2ccc(S(N)(=O)=O)cc2)n(N)c1=O` as listed: HT1080NT lethal = 8%; HEK293 tox = -1%; TDP43 rescue = -13%; SW480 rereplic = -6%; KB-3-1 tox = ?; KB-V1 MDR tox = 10%; HT1080 IDH1KD tx = 1%; GLP1R ag = 8%; GLP1R inv ag = 5%

# An unsorted share of the library. Share with any hit: about 9.4%.
